# Screens from PubChem.
# AMA1 RON2 block: disrupts binding of P. falciparum AMA1 to RON2 | AlphaScreen AMA1-biotinylated RON2 peptide binding | Potency, µM (series often up to 58.2 µM), without a hit: at the top dose activity change, negative = inhibition, actives largely listed as inhibitors | 360,000 tested, 0.2% active;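 also: potency is read from the fitted curve at half-maximal effect; 0% = vehicle wells and -100% = peptide control; nearly all actives have a fitted effect of over 45% in size; some results filed as inactive show a strong effect at the top dose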
#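 AMA1 (3D7) with his tag at 25 nM final met compounds first, then biotinylated RON2 peptide at 25 nM; detection used donor plus acceptor beads, 10 µg/mL apiece, read by AlphaScreen after 30 min at room temperature.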
# Giardia FBPA inh: Giardia lamblia aldolase inhibition; Potency, µM (top dose mostly 59.6 µM), inactives show top-dose activity, negative = inhibition, actives largely listed as inhibitors; purified Giardia FBPA; A8B2U2; 290,000 tested, 0.71% active; also: potency is read from the fitted curve at half-maximal effect; % is scaled to controls: 0 for no effect and ±100 for the full control effect; nearly all actives have a fitted effect of over 55% in size
# Target sequence (A8B2U2 whole entry, looked up): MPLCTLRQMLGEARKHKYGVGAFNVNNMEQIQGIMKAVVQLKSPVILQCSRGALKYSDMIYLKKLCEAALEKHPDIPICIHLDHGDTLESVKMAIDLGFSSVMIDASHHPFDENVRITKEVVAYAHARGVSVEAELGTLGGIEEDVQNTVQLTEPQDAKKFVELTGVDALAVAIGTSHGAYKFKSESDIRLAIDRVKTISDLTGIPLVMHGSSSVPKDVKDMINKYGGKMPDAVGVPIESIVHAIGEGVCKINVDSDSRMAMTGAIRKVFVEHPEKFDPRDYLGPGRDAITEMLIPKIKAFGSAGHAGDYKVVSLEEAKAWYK
#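 40 nM FBPA preincubated 10 min at RT with compound (up to 57.5 uM final), then substrate plus GAPDH/TPI/NAD/arsenate coupling and diaphorase/resazurin added. Fluorescence read after 20 min at RT, 525/598 nm.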
# CHX counter: counter-screen for Shiga toxin inhibitors: cycloheximide protein synthesis inhibition; cell reporter, cycloheximide protein synthesis inhibition counterscreen; max response, %; AID 2314; 300,000 tested, 12% active; in the data active = max response mostly above about 13%, no sharp cut-off; inactive = mostly below about 14%; also: read at 38.3 µM for the half of the compounds with a filed dose; 0% is about no effect
# AmpC inh no detg: AmpC beta-lactamase inhibition without detergent | AmpC nitrocefin hydrolysis, absorbance 480 nm, 0.0001% Triton | Potency, µM (top dose mostly 57.1 µM), for inactives: at the top dose activity change, negative = inhibition, hits mostly inhibitors | 330,000 tested, 0.52% active;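 also: potency is read from the fitted curve at half-maximal effect; plate controls were no compound for no effect and no enzyme for full effect; nearly all actives have a fitted effect of over 20% in size; some results filed as inactive show a strong effect at the top dose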
# Target sequence (P00811 whole entry, looked up): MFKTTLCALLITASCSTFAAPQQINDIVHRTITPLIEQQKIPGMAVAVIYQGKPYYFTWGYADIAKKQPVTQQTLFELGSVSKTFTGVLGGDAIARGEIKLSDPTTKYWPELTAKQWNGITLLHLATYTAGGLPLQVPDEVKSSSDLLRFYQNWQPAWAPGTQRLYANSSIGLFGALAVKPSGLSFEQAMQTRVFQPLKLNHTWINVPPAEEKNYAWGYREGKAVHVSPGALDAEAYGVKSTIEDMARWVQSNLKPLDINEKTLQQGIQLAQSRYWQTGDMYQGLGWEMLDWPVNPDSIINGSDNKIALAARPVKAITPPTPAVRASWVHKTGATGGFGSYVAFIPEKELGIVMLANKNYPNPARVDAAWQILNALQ
#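 20 mM phosphate pH 7.0 + 0.01% (detergent screen) or 0.0001% Triton X-100; 5.3 nM AmpC reagent; cpd preinc 15 min RT; nitrocefin (800 uM stock) to start; A480 q20 s × 4 min; Activity was normalised to no-enzyme and no-compound control wells.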
# HCMV inh: blocks human cytomegalovirus replication; 410,000 tested, 4.5% active; activity change, negative = inhibition, % at 57.5 µM; AID 1259415; HFF cells, HCMV-luciferase reporter, 72 h; active compounds read low; in the data active = activity change below about -60%; inconclusive = no clear call, values can overlap the other calls; inactive = above about -39%; also: % is scaled to controls: 0 for no effect and ±100 for the full control effect
#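 Steps: HFFs plated, 16 h 37C; compounds added; HCMV-luciferase added to MOI 1 PFU/cell; 72 h 37C; OneGlo reagent, 5 min room temperature; luminescence read, normalized to controls.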
# Shiga inhibitor: Shiga toxin inhibition. inhibition, % at 38.7 µM. 290,000 tested, 9.2% active. Vero cells, Shiga toxin protein synthesis inhibition reporter; in the data active = inhibition mostly above about 28%, no sharp cut-off; inactive = mostly below about 43%; also: 0% is about no effect
# AmpC detergent: inhibitors of E. coli AmpC beta-lactamase with detergent. AmpC hydrolysis of nitrocefin, absorbance 480 nm, 0.01% Triton. AID 485294. 370,000 tested, 0.041% active. P00811. Potency, µM (highest dose often 114 µM), inactives show at the top dose activity change, negative = inhibition, hits mostly inhibitors;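 also: potency is read from the fitted curve at half-maximal effect; 0% = no-compound wells and -100% = no-enzyme wells; nearly all actives have a fitted effect of over 25% in size; some results filed as inactive show a strong effect at the top dose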
#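 AmpC (5.3 nM in the dispensed reagent) in 20 mM phosphate pH 7.0 with 0.01% (detergent screen) or 0.0001% Triton X-100 was preincubated with compounds for 15 min at room temperature. Nitrocefin was then added from an 800 uM solution, and hydrolysis was followed at 480 nm.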
# * hit, by the source's call; ? = inconclusive; . = not tested or not shown; [ ] = another dose, or the depositor's remark. Unless noted, calls follow the shape of the dose curve; as a rule, active = well fitted curve in the direction sought with a large enough effect; inconclusive = small, poorly fitted or top-dose-only effect, or another doubt; inactive = no such curve, though single readings can be large; an effect the other way counts as inactive or inconclusive.
SMILES,AMA1 RON2 block,Giardia FBPA inh,CHX counter,AmpC inh no detg,HCMV inh,Shiga inhibitor,AmpC detergent
CN1CC=C2C(C#N)=C(N)C(C#N)(C#N)C(c3cccc(Cl)c3Cl)C2C1 (stereo not given),-2%,-19%,2,-34%,10,-9,?
O=C(NCc1ccccc1)C1=C[C@H](c2ccc3c(c2)OCO3)C[C@H](OCCCCO)O1,-2%,?,7,8%,3,21,-6%
O=C(NC1CCCc2ccccc21)C1CCCO1 (stereo not given),0%,-4%,-3,-1%,35,3,?
O=C(COC(=O)CCS(=O)(=O)c1ccc(Cl)cc1)NCCc1ccccc1,-13%,6%,-3,23%,-3,-2,-2%
Cc1ccc(OCc2nn3c(-c4ccco4)nnc3s2)cc1,-6%,5%,-7,-15%,48,-9,?
CCOC(=O)Cn1nc(-c2ccccc2)c(-c2ccccc2)nc1=O,-12%,3%,-2,6%,?,-9,1%
O=C(NCCc1ccc(C(F)(F)F)cc1)C1CCC(=O)N(CCc2cccc(F)c2)C1 (stereo not given),17%,.,16*,166%[activator],-12,11,2%
CCN(CC)S(=O)(=O)c1cccc(NC(=O)COc2ncnc3sccc23)c1,-8%,-1%,1,-29%,-12,-11,0%
COc1cc(CC(=O)OCC(=O)N(C)C2CCCCC2)cc(OC)c1OC,4%,.,.,-6%,-29,.,.
COCCCN1C(=O)C(=O)/C(=C(/O)c2ccc3c(c2)OCCO3)C1c1ccc(C(=O)OC)cc1 (stereo not given),4%,5%,-1,-26%,19,-16,3%
COc1ccc(NC2CCCN(C(=O)c3oc(C)cc3C)C2)cc1OC (stereo not given),-15%,.,4,66%[activator],2,-11,-5%
C=CCN1C(=O)C(CC(=O)Nc2ccc(OC)cc2)SC1=Nc1ccc(S(N)(=O)=O)cc1 (stereo not given),5%,1%,-3,-50%,5,-4,2%
CC1CN(CCOc2ccc([N+](=O)[O-])cc2)CC(C)O1 (stereo not given),-15%,-24%,-3,-15%,7,10,-10%
COc1cc(CNC(C)(C)CO)cc(Br)c1OCc1ccc(Cl)cc1,3%,-6%,-3,60%[activator],?,8,-5%
OCC1(CO)COC(c2ccccc2)=N1,13%,5%,-1,-6%,26,-4,0%
CC(CS(=O)(=O)c1ccc2c(c1)NC(=O)CS2)C(=O)N1CCN(c2cccc(Cl)c2)CC1 (stereo not given),1%,-2%,32,43%,?,-2,0%
CCCNc1nc2c(c(=O)[nH]c(=O)n2C)n1CCCc1ccccc1,-2%,0%,-2,-27%,20,-4,-10%
Cc1ccc(C)c(-c2cc(C(=O)NCc3cccs3)c3ccccc3n2)c1,3%,1%,-3,-5%,-12,12,1%
CN(C)CC(C)(C)CNC(C(=O)Nc1ccc(Cl)cc1C(F)(F)F)c1ccccc1 (stereo not given),17%,0%,6,31%,12,-8,5%
CC(C)CCC1CC(CSC(=N)N)OC1=O (stereo not given),-11%,-3%,7,.,-24,-9,-8%
CCCc1nnc(SCC(=O)N2CCCC2)n1Cc1ccco1,7%,-1%,-2,-4%,-3,-3,5%
CNC(=S)N(CCc1c(C)[nH]c2ccccc12)Cc1cccnc1,-22%,-11%,-3,17%,59,-5,1%
Cc1ccccc1S(=O)(=O)Cc1ccc(C(=O)NC2CCCCC2C)o1 (stereo not given),-5%,-8%,0,35%,-9,-5,-14%
COCCNC(=S)Nc1cccc2cnccc12,-1%,?,9,-12%,-35,-9,4%
COc1ccc2nc3sc(C(=O)NCc4cccs4)c(N)c3cc2c1,.,-2%,51*,-19%,68,83*,?

# Complete entries, quoted from the list. Order of values: AMA1 RON2 block | Giardia FBPA inh | CHX counter | AmpC inh no detg | HCMV inh | Shiga inhibitor | AmpC detergent
# Cc1ccccc1S(=O)(=O)Cc1ccc(C(=O)NC2CCCCC2C)o1 (stereo not given) in the list: -5% | -8% | 0 | 35% | -9 | -5 | -14%
# COc1cc(CNC(C)(C)CO)cc(Br)c1OCc1ccc(Cl)cc1 in the list: 3% | -6% | -3 | 60%[activator] | ? | 8 | -5%
# COCCNC(=S)Nc1cccc2cnccc12 in the list: -1% | ? | 9 | -12% | -35 | -9 | 4%

# Additional structures
SMILES,AMA1 RON2 block,Giardia FBPA inh,CHX counter,AmpC inh no detg,HCMV inh,Shiga inhibitor,AmpC detergent
CNc1oc(-c2ccc(Cl)cc2)nc1C#N,-2%,-5%,37*,-17%,-21,178*,-3%
Cc1ccccc1C(=O)NC(NC(=O)c1ccccc1C)c1cccc([N+](=O)[O-])c1,-5%,3%,-6,-11%,-36,-11,-17%
O=C1C=C(c2ccc3ccccc3c2)C[C@@H](c2ccc(Cl)cc2)C1,-7%,.,.,-12%,13,.,7%
COc1ccc(CNC(=O)c2c[nH]c3c(OC)cc(OC)cc3c2=O)cc1,-2%,-5%,3,18%,-39,-12,-7%
O=C(NCc1cccs1)C1CCN(S(=O)(=O)c2ccc(Cl)cc2)CC1,-3%,7%,8,7%,-25,-3,0%
FC(F)(F)c1cccc(N/N=C/c2ccccc2)c1,-8%,-10%,41*,-35%,-39,34,-22%
O=C1CC(c2ccccc2Cl)CC(O)=C1C=Nc1ccccc1 (stereo not given),9%,8%,2,-17%,-73*,-2,?
CN(C)C(CNc1ncnc2sccc12)c1cccs1 (stereo not given),14%,3%,12,-32%,3,17,1%
CCOc1cc(/C=N/NC(N)=S)cc(Br)c1OCc1ccccc1C,32%[activator],0%,2,-11%,.,-22,-3%
COc1cc2c(cc1OC)CN(C(=O)/C=C/c1cccc([N+](=O)[O-])c1)CC2,2%,2%,5,73%[activator],2,-9,0%
COc1cc(NC(=O)COC(=O)/C=C/c2ccc(Cl)cc2Cl)cc(OC)c1,12%[11.6 µM],3%,-2,-32%,-13,-2,-7%
CC(C)CNC(=O)c1ccccc1-c1ccccc1C(=O)O,-5%,18%,-1,-11%,-5,-5,-3%
N#Cc1cnn2c1nc(N1CCOCC1)c1ccccc12,0%,8%,5,-16%,26,-6,-13%
COc1ccc(Nc2ccccc2NC(=O)c2ccccc2Br)cc1,?,-13%,0,-29%,?,6,5%
O=C(Oc1ccccc1/C=C\C(=O)c1cc2ccccc2o1)c1cccc(F)c1,-19%,-6%,37*,-13%,122,41*,?
Nc1nonc1OCCOCCOCCOc1nonc1N,7%,2%,-1,-11%,-25,-4,-1%
O=C(O)c1ccc(NCc2nc3ccccc3n2Cc2ccccc2)cc1,7%,17%,-2,-25%,0,-5,2%
O=C(C[n+]1cc(-c2ccccc2)n2c1CCCCC2)c1ccc(Cl)cc1,-15%,6%,13,3%,5,17,-16%
O=C(NCc1ccco1)C1CC2CCC1C2 (stereo not given),-1%,1%,4,-16%,-12,2,-10%
Nc1c(C2=NCCO2)nnn1Cc1ccccc1,-9%,-1%,-5,-11%,16,-6,3%
Cc1cccc(N2CC(C(=O)Nc3nnc(SCC(=O)NCC4CCCO4)s3)CC2=O)c1 (stereo not given),11%,.,-1,-36%,-11,-10,-12%
COc1ccc(C2=NNC(=Nc3cc(S(=O)(=O)N(C)C)ccc3C)SC2)c(OC)c1,-5%,3%,-2,-13%,-98*,13,1%
Cc1ccc(NC(=O)c2ccccc2N(C)S(=O)(=O)c2ccccc2)c(C)c1,-23%,-3%,-3,0%,22,-7,-12%
CN(c1ccc(C(=O)N2CCCCCC2)cc1)S(=O)(=O)c1ccccc1,-8%,.,.,17%,-34,.,1%
O=C1CCCCC(=O)N(c2ccccc2)c2ccccc21,23%,2%,-3,-15%,7,-10,-8%
O=C(NCCS(=O)(=O)NC1CCCCC1)c1ccc2c(c1)OCO2,3%,.,.,-13%,-3,.,?
Cc1ccc(C)c(S(=O)(=O)N2CCCCC2CCNC(=O)C(=O)NCc2ccncc2)c1 (stereo not given),1%,.,.,5%,?,.,0%
CC1(C(=O)O)COC(c2ccc(Cl)cc2)OC1 (stereo not given),6%,3%,-1,-25%,0,-4,2%
N#Cc1nc(-c2ccco2)oc1N1CCN(Cc2ccccc2)CC1,-26%,4%,10,48%,-3,13,?

# Seven entries drawn at random from those above, as already listed:
SMILES,AMA1 RON2 block,Giardia FBPA inh,CHX counter,AmpC inh no detg,HCMV inh,Shiga inhibitor,AmpC detergent
O=C(C[n+]1cc(-c2ccccc2)n2c1CCCCC2)c1ccc(Cl)cc1,-15%,6%,13,3%,5,17,-16%
Cc1ccccc1C(=O)NC(NC(=O)c1ccccc1C)c1cccc([N+](=O)[O-])c1,-5%,3%,-6,-11%,-36,-11,-17%
Cc1cccc(N2CC(C(=O)Nc3nnc(SCC(=O)NCC4CCCO4)s3)CC2=O)c1 (stereo not given),11%,.,-1,-36%,-11,-10,-12%
N#Cc1cnn2c1nc(N1CCOCC1)c1ccccc12,0%,8%,5,-16%,26,-6,-13%
O=C1C=C(c2ccc3ccccc3c2)C[C@@H](c2ccc(Cl)cc2)C1,-7%,.,.,-12%,13,.,7%
COc1cc2c(cc1OC)CN(C(=O)/C=C/c1cccc([N+](=O)[O-])c1)CC2,2%,2%,5,73%[activator],2,-9,0%
O=C1CCCCC(=O)N(c2ccccc2)c2ccccc21,23%,2%,-3,-15%,7,-10,-8%
